Screens (PubChem)
GAA glycogen = alters human alpha-glucosidase cleavage of glycogen; P10253; AID 2100; recombinant GAA, glycogen substrate, Amplex Red glucose oxidase fluorescence; hit rate 0.38% among 300,000; Potency, µM (doses to about 76.4 µM), without a hit: at the highest dose activity change, negative = inhibition, usual class: inhibitors;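 further: 0% = full enzyme reaction and -100% = no-enzyme basal signal; the screen sought inhibitors and activators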
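qHTS, 1536-well; enzyme 4 nM final; cpd up to 77 uM; substrate bovine liver glycogen 30 ug; 50 mM citrate/phosphate pH 5.0, 0.01% Tween-20; 37 C, 40 min; Amplex Red detection 45 min RT; Hill fit → AC50.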
Tau fluor cs = counter-screen for tau fibril formation inhibitors | tau K18 P301L Alexa594 fluorescence, heparin fibrillization | Potency, µM (doses to about 57.7 µM), for inactives: at the highest dose activity change, negative = decrease | hit rate 0.93% among 280,000 | AID 1463; further: on the % scale 0 is the no-effect control and ±100 the full control effect; nearly all actives have a fitted effect of over 55% in size
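Human tau K18 P301L (15 uM unlabeled, 0.24 uM Alexa 594-labeled) in 100 mM sodium acetate pH 7 with 20 uM heparin, 6 hr at 37 C. ThT 30 uM added, 1 hr ambient; Alexa 594 FP and total fluorescence read at 555/632 nm.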
Epigenetic derep = regulators of epigenetic silencing causing reporter derepression in mouse cells. murine LDR cells, GFP reporter derepression, 30 h. Potency, µM (top dose mostly 53.9 µM), inactives show at the top dose GFP activation, most hits filed as activators. hit rate 0.2% among 280,000. AID 1865; further: % of control where 0% means no effect; nearly all actives have a fitted effect of over 60% in size
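Derepression of a silenced CMV-GFP reporter in murine LDR cells is scored by enumerating GFP-positive cells with a laser-scanning microplate cytometer after 30 hours of treatment at 37 C.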
Numbers without * were called inactive; ? = inconclusive; [ ] = remark or other dose. The call rests on the fitted dose curve; in most records, active means well fitted curve in the direction sought with a large enough effect; inconclusive means small, poorly fitted or top-dose-only effect, or another doubt; inactive means no such curve, though single readings can be large; an effect the other way counts as inactive or inconclusive. Potency means the concentration at half of the fitted maximal effect. These rows are one share of the data. The share of hits here may be higher or lower than overall.

SMILES	GAA glycogen	Tau fluor cs	Epigenetic derep
COc1ccc(CCNC(=O)c2ccc3c(c2)CCN3S(C)(=O)=O)cc1OC	-3.5%[76.3 µM]	-0.7%	-3.6%
Cc1cccn2c(=O)c(/C=C(\C#N)c3nc4ccccc4n3C)c(Oc3ccc(Br)cc3)nc12	2.0%[76.3 µM]	-10.2%	1.8%
N#Cc1ccc(C(=O)Nc2ccccc2-c2nc3ccccc3s2)c(F)c1	-7.8%[76.3 µM]	-7.1%	-2.1%
COc1ccc(-n2c3c(c(=O)[nH]c2=O)C(NC(=O)c2ccccc2Cl)(C(F)(F)F)C(=O)N3)cc1 (centres undefined)	8.8%[76.3 µM]	-0.1%	1.1%
CCCC(=O)N1CCc2cc(OC)c(OC)cc2C1COc1ccccc1OC (centres undefined)	-2.4%	3.3%	2.9%
Cc1cc2[nH]c(=O)c(=O)[nH]c2cc1S(=O)(=O)N1CCN(c2cccc(C(F)(F)F)c2)CC1	?	-11.2%	-1.2%
O=C(Cn1ncc2c(=O)oc3ccccc3c21)N1CCN(c2ccc(Cl)cc2)CC1	-18.0%[76.3 µM]	-4.8%	2.8%
COc1cccc(OCc2nc3ccccc3n2CCOc2ccc(C)cc2)c1	-10.3%[76.3 µM]	-17.8%	1.9%
Cc1ccccc1Cn1c2ccccc2c2cnn(CC(=O)N3CCC(C)CC3)c(=O)c21	3.8%[76.3 µM]	-9.4%	-0.4%
CCCCn1cc2c(c1-c1ccc(Cl)cc1)c(=O)n(C)c(=O)n2C	-14.9%[76.3 µM]	-18.9%	3.7%
COc1ccc(NC(=O)c2sc3nc4c(c(-c5ccc(OC)cc5)c3c2N)C(=O)CC(C)(C)C4)cc1	-7.5%[76.3 µM]	?	0.1%
COc1cccc(CNC(=O)C2CCCN(c3nn4cc(-c5ccc(C)cc5)nc4s3)C2)c1 (centres undefined)	14.2%[76.3 µM]	-12.6%	1.2%
Cc1ccc(NC(=O)c2sc(-n3nc(C)c(Cc4ccc5c(c4)OCO5)c3C)nc2C)cc1C	7.5%[76.3 µM]	-11.8%	-2.2%
O=C(Nc1cccc(Br)c1)N1CCC(CN2CCCCCC2)CC1	5.9%[76.3 µM]	-14.0%	2.5%
O=C(Nc1ccc(-c2nc3ccccc3s2)c(O)c1)c1ccc(Br)cc1	2.0%[76.3 µM]	-3.7%	-1.6%
Cc1c(C(=O)OC2CCCCC2)[nH]c2c1C(=O)CC(c1ccc(C(C)(C)C)cc1)C2 (centres undefined)	13.5%[76.3 µM]	-5.6%	-1.0%
COc1cccc(C2=NS(=O)(=O)N(C)C(C(=O)Nc3cccc(O)c3)=C2)c1	-14.0%[76.3 µM]	-24.8%	-3.0%
Cc1ccc(Nc2c(-c3cccs3)nc3nc(C)cc(C)n23)cc1	?	-27.5%	1.0%
CCc1nnc(NC(=O)c2nc(S(=O)(=O)Cc3cccc(C)c3)ncc2Cl)s1	10.9%[76.3 µM]	-28.7%	-5.3%
Cc1sc2c(c1C)c(=O)n(-c1ccccc1)c(=O)n2CC(=O)c1ccc(Cl)cc1	-5.3%[76.3 µM]	?	-1.8%
Cc1ccc2oc(=O)c3cc(C(=O)Nc4ccc(C)c(F)c4)sc3c2c1	-4.3%[76.3 µM]	0.7%	0.0%
Cc1ccc(CSc2oc(-c3cccs3)nc2S(=O)(=O)c2ccc(C)cc2)cc1	-5.6%[76.3 µM]	?	19.3%
COc1ccc(CCNC(=O)C2CCN(c3ncnc4c3nc3n4CCCCC3)CC2)c(OC)c1	-6.5%[76.3 µM]	-3.9%	0.0%
COc1cccc(N2CCN(C(=O)c3nc(-c4ccc(Cl)cc4)n4c3CCCCC4)CC2)c1	-13.0%[76.3 µM]	-10.3%	0.0%
N#Cc1nc(/C=C/c2ccc(F)cc2)oc1N1CCN(c2ccccc2)CC1	-1.2%[76.3 µM]	-17.7%	-0.7%
COc1cc(NS(=O)(=O)c2ccc(NC(=O)c3ccc(OC)c(Br)c3)cc2)nc(OC)n1	6.6%[76.3 µM]	-16.8%	-0.8%
Cc1nn(-c2ccccc2)c2c1cc1c(=O)[nH]c(=O)nc-1n2-c1cccc(Cl)c1	5.4%[76.3 µM]	-7.6%	-0.8%
O=C(Nc1nnc(S(=O)(=O)N2CCCCC2)s1)c1ccccc1Br	-6.2%[76.3 µM]	-9.4%	0.0%
Cn1c(C(=O)NCCc2ccccc2)cc2sc(Cl)cc21	-16.5%[76.3 µM]	-28.6%	0.0%
COc1ccccc1OCCCn1c(C2CC(=O)N(c3ccc(F)cc3)C2)nc2ccccc21 (centres undefined)	-1.8%[76.3 µM]	2.2%	-0.9%
CCN1CCSc2ccc(C(=O)NCc3ccc(OC)cc3)cc21	-12.1%[76.3 µM]	?	-2.3%
CCC(=O)N1CCc2cc(S(=O)(=O)NC(C(=O)NCCc3ccccc3)C(C)C)ccc21 (centres undefined)	13.0%[76.3 µM]	1.7%	9.3%
CC(C)CC(=O)Nc1nnc(S(=O)(=O)N(C)c2ccc(Cl)cc2)s1	1.0%	-2.8%	1.4%
O=C(CC1NCCNC1=O)Nc1cccc(F)c1 (centres undefined)	11.9%[76.3 µM]	-14.3%	2.1%
CCN(C(=O)CCS(=O)(=O)c1ccc2c(c1)oc(=O)n2C)c1ccc(OC)cc1	7.6%[76.3 µM]	-3.0%	-0.4%
Cc1ccc(C)n1-c1nnc(N2CCC(C(=O)NCc3ccc(F)cc3)CC2)s1	5.1%[76.3 µM]	-20.2%	-2.9%
CCOc1ccc(-c2cc3nc(C4CCN(C(=O)OC(C)(C)C)CC4)c(C(=O)Nc4ccc(C(=O)OC)cc4)cn3n2)cc1	-5.3%[76.3 µM]	-25.5%	?
CCNC(=O)Cn1c(-c2cccs2)cc2ccccc21	8.3%[76.3 µM]	-9.9%	-1.2%
COC(=O)c1ccc(C2c3c(oc4cc(C)c(C)cc4c3=O)C(=O)N2c2ccccn2)cc1 (centres undefined)	-9.8%[76.3 µM]	-6.8%	1.9%
COc1ccc(-n2nc3cc(C)c(NC(=O)COc4cccc(C)c4)cc3n2)cc1	-19.4%[76.3 µM]	-21.2%	-1.6%
CCc1nnc2c3ccccc3nc(Nc3cc(C)cc(C)c3)n12	11.1%[76.3 µM]	-14.1%	-0.6%
Cc1ccccc1NC(=O)Cn1c(=O)n(Cc2ccc3c(c2)OCO3)c(=O)c2ccc(C(=O)NC3CCCCC3)cc21	-6.9%[76.3 µM]	-14.2%	3.2%
O=C(Cn1nnnc1-c1ccccc1F)Nc1ccc(F)c(F)c1	-2.1%[76.3 µM]	-4.8%	-1.8%
COc1ccc(-n2c(=O)c3ccc(C(=O)NCc4ccc(C)cc4)cc3n(CC(=O)Nc3ccc(C)cc3)c2=O)cc1	-22.3%[76.3 µM]	-6.8%	-2.1%
COc1ccccc1Nc1nc(-c2ccccc2)c(CC(=O)O)s1	?	-16.7%	3.2%
CC1=C(c2ccc(C)cc2)S(=O)(=O)NC1=NCCCN1CCN(c2ccc(F)cc2)CC1	12.1%[76.3 µM]	-9.7%	-3.3%
COc1cc(-c2cc(OC)c3c(C)oc(C)c3c(=O)c2)ccc1OC(=O)c1cccc(Cl)c1	-6.6%[76.3 µM]	-8.2%	?
CC(C)c1ccc(S(=O)(=O)c2cnc(SCC(=O)Nc3ccc4c(c3)OCCO4)[nH]c2=O)cc1	-13.4%[76.3 µM]	-21.0%	2.7%

Compound profiles (already shown). Values in the order: GAA glycogen | Tau fluor cs | Epigenetic derep
COc1cc(-c2cc(OC)c3c(C)oc(C)c3c(=O)c2)ccc1OC(=O)c1cccc(Cl)c1 is listed as -6.6%[76.3 µM] | -8.2% | ?
COc1ccc(-n2c(=O)c3ccc(C(=O)NCc4ccc(C)cc4)cc3n(CC(=O)Nc3ccc(C)cc3)c2=O)cc1 is listed as -22.3%[76.3 µM] | -6.8% | -2.1%
COc1ccc(CCNC(=O)C2CCN(c3ncnc4c3nc3n4CCCCC3)CC2)c(OC)c1 is listed as -6.5%[76.3 µM] | -3.9% | 0.0%
CC(C)c1ccc(S(=O)(=O)c2cnc(SCC(=O)Nc3ccc4c(c3)OCCO4)[nH]c2=O)cc1 is listed as -13.4%[76.3 µM] | -21.0% | 2.7%
Cc1ccc2oc(=O)c3cc(C(=O)Nc4ccc(C)c(F)c4)sc3c2c1 is listed as -4.3%[76.3 µM] | 0.7% | 0.0%

The list continues.
SMILES	GAA glycogen	Tau fluor cs	Epigenetic derep
CN(C)c1ccc(CN(Cc2ccco2)C(=O)c2ccc(F)cc2)cc1	-28.6%[76.3 µM]	-29.5%	-1.9%
O=C(NCCc1ccccc1)c1cc2sccc2n1Cc1ccc(F)cc1	13.4%[76.3 µM]	-22.0%	0.6%
COc1ccc(S(=O)(=O)N2Cc3ccccc3CC2C(=O)Nc2cc(Cl)ccc2Cl)cc1 (centres undefined)	11.1%[76.3 µM]	-25.7%	0.0%
COc1ccc2c(c1)-c1nc(NC(=O)c3cc(OC)c(OC)c(OC)c3)sc1CC2	-16.0%[76.3 µM]	?	0.0%
COc1ccc2c(CNC3CCC(C)CC3)c(C(=O)O)n(Cc3ccc(F)cc3)c2c1 (centres undefined)	-7.2%[76.3 µM]	-7.7%	-1.0%
CCC(=O)Nc1ccc(C)cc1-c1nc2ccccc2n(CC(=O)c2ccc(C)cc2)c1=O	8.3%[76.3 µM]	-0.2%	1.7%
COc1ccccc1NC(=O)NCCN1CCN(c2cccc(Cl)c2)CC1	3.2%	-24.3%	2.3%
CCOC(=O)c1cccc(NC(=O)Nc2c(C)n(C)n(-c3ccccc3)c2=O)c1	17.6%[76.3 µM]	-7.3%	-0.4%
CCN1CCN(C(=O)c2ccc3c(c2)N(Cc2cc(C)ccc2C)C(=O)c2ccccc2S3(=O)=O)CC1	-4.8%[76.3 µM]	-8.4%	-1.1%
Cc1noc(/C=C/N(C)C)c1S(=O)(=O)N1CCCC(C(=O)Nc2cccc(F)c2)C1 (centres undefined)	11.4%[76.3 µM]	?	-0.3%
CC(C)c1ccc(C2CC(=O)N3CN(C4CCCCC4)CSC3=C2C#N)cc1 (centres undefined)	-10.7%[76.3 µM]	-21.4%	-2.1%
CCN(CC)C(=O)Cn1c(=O)n(-c2ccc(C)c(C)c2)c(=O)c2c3c(sc21)CCCCC3	8.3%[76.3 µM]	-6.3%	-0.9%
COc1ccccc1CNC(=O)COc1cc(=O)n(C)c2ccccc12	-7.4%[76.3 µM]	-5.6%	-0.3%
CCCn1c(SCc2nc(-c3cc(OC)ccc3OC)no2)nnc1-c1ccc(Cl)cc1	11.4%[76.3 µM]	-12.0%	-1.9%
Cc1ccc(NC(=O)COc2ccc(-c3nn(C)c(=O)c4ccccc34)cc2)c(C)c1	-11.5%[76.3 µM]	-9.8%	1.0%
Cc1cccc(OCC(=O)Nc2ccc3c(c2)nc(CCNC(=O)c2ccco2)n3C)c1	2.3%[76.3 µM]	-3.2%	-0.8%
Cc1ccc(C)c(CN2C(=O)c3ccccc3S(=O)(=O)c3ccc(C(=O)N4CCOCC4)cc32)c1	-2.4%[76.3 µM]	-24.7%	0.7%
Cc1cccc(Nc2nnc(-c3ccc(C)c(S(=O)(=O)N4CCOCC4)c3)c3ccccc23)c1	10.8%[76.3 µM]	-26.2%	2.4%
Cc1cc(C)cc(-n2ccn(Cc3ccc(F)cc3)c(=O)c2=O)c1	12.5%[76.3 µM]	-23.4%	0.0%
CCn1c(=NC(=O)c2ccc(S(=O)(=O)N3CCCCC3)cc2)sc2cccc(OC)c21	-8.2%[76.3 µM]	-18.0%	2.2%
CN1C(=O)Cc2cc(S(=O)(=O)NCc3ccccc3Cl)ccc21	-5.6%[76.3 µM]	-6.9%	1.2%
CCOc1ccc(C2CC(=O)N(c3cccc(F)c3)C3=C2C(=O)OC3)cc1 (centres undefined)	-5.2%[76.3 µM]	-15.6%	1.1%
O=c1c2ccccc2n(Cc2c(F)cccc2Cl)c(=O)n1CCc1ccccc1	-8.6%[76.3 µM]	-12.4%	-0.9%
COc1cc(CNCc2c(C(=O)O)c(C)n(Cc3cccc(Cl)c3)c2C)cc(OC)c1OC	7.2%[76.3 µM]	4.4%	-0.6%
COc1cc(OC)c(NC(c2nnc(-c3ccccc3)o2)c2ccc(F)cc2Cl)cc1Cl (centres undefined)	-0.1%[76.3 µM]	?	0.1%
COCCCn1c(=N)c(C(=O)NCc2ccco2)cc2c(=O)n3ccccc3nc21	1.0%[76.3 µM]	-5.3%	-1.1%
CCCCNC(=O)CSc1c2c(nc3ccc(Cl)cc13)CCCC2	13.7%[76.3 µM]	-1.2%	-0.8%
CCC(=O)N1CCc2cc(S(=O)(=O)CCC(=O)Nc3ccc(OC(F)(F)F)cc3)ccc21	-18.4%[76.3 µM]	-14.7%	0.2%
COc1cc(OC)c(NC(=O)COCc2cc(-c3cccs3)on2)cc1Cl	1.2%[76.3 µM]	-25.3%	-1.2%
Cc1ccc(S(=O)(=O)c2cn(Cc3ccccc3)c3cc(N4CCCC4)c(F)cc3c2=O)cc1C	7.8%[76.3 µM]	3.4%	-1.2%
CCCCc1nc2ccccc2n1CC(=O)N(COCC)c1c(C)cccc1CC	-12.9%[76.3 µM]	-6.5%	-6.2%
